Source: PubChem BioAssay (Broad Institute)
PglD DTNB – PglD (C. jejuni) enzyme inhibition; purified PglD enzyme, DTNB colorimetric CoA detection; inhibition, % at 12.5 µM; actives 0.098% (n = 360,000); in the data active = inhibition above about 16%, passing the limit was not always enough; inconclusive = no clear call, values can overlap the other calls; also: strong numbers were not always called active
miR122 inh – inhibitors of miR-122 in Huh7 cells; AID 602342; actives 0.3% (n = 340,000); Huh7 miR-122 Renilla luciferase sensor, 48 h; neutral wells = 0, positive control = 100; activation (reporter increase), % at 12.5 µM;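 active = mean replicate activation score at least 90 and every replicate individually at or above 90; inconclusive = only one of the two criteria met; inactive = neither criterion met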;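 also: higher luciferase means less miR-122 activity so hits act as miR-122 inhibitors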
Cneo AK release – Cryptococcus neoformans lysis via adenylate kinase release; lysis activity, % at 15 µM; actives 0.2% (n = 360,000); C. neoformans lysis, adenylate kinase release luminescence, 4 h; normalised: neutral wells 0, clomiphene wells 100;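 active = mean lysis activity across replicates of at least 80%, whatever share of replicates individually reach that level; inactive = mean lysis activity below 80%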
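Test system: log-phase Cryptococcus neoformans yeast cells. Input: 5 × 10^6 yeast cells/mL. Medium: fresh YPD growth medium. Doses: single dose. Incubation: static 4 h at 37 °C with compound, 1 h detection. Measured by: luminescent adenylate kinase detection reagent. Read-out: signal increase indicating cell lysis. Benchmarks: Clomiphene.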
RAD52 anneal inh – inhibitors of human RAD52 DNA annealing. P43351. inhibition, % at 18.7 µM. actives 0.46% (n = 360,000). recombinant RAD52 DNA annealing, FRET fluorescence;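 active = every replicate showing at least 50% inhibition; inconclusive = mean inhibition at least 50% but not in every replicate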
PGC1a acetyl inh – lowers PGC1a acetylation signal in U2OS cells | inhibition, % at 15.6 µM | AlphaScreen anti-acetyl-lysine; with virally co-expressed GCN5 acetyltransferase | actives 0.17% (n = 350,000);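 active = every replicate shows inhibition of at least 40%; inconclusive = mean inhibition at least 40% but some replicate below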;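 also: 0% = neutral control wells and 100% = positive control wells; some results beyond the cut were filed as inactive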
RAD54 inh – blocks human RAD54 Holliday junction branch migration. actives 0.14% (n = 360,000). inhibition, % at 10.4 µM. AID 602329. FAM/BHQ fluorescence. Q92698;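 active = mean normalized replicate activity at least 40 and at least half of replicates scoring 40 or more; inconclusive = only one of the two criteria met; inactive = mean below 40 and under half of replicates reaching 40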;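 also: 0% = median of neutral control wells and 100% = median of positive control wells; inhibitors cause a drop in the FAM fluorescence signal; in these data hits start at about 50%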
ERAP1 HTS inh – ERAP1 (human) enzyme inhibition | recombinant ERAP1, Leu-AMC fluorescence, 60 min | inhibition, % at 10.7 µM | actives 0.15% (n = 340,000) | AID 652197;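 active = mean replicate inhibition of at least 30%, or all replicates individually reaching that 30% level; inactive = mean below 30% and not every replicate reaching it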;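 also: 0% = neutral control wells and 100% = L-leucinethiol positive control wells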
Target sequence (Q9NZ08 whole entry, looked up): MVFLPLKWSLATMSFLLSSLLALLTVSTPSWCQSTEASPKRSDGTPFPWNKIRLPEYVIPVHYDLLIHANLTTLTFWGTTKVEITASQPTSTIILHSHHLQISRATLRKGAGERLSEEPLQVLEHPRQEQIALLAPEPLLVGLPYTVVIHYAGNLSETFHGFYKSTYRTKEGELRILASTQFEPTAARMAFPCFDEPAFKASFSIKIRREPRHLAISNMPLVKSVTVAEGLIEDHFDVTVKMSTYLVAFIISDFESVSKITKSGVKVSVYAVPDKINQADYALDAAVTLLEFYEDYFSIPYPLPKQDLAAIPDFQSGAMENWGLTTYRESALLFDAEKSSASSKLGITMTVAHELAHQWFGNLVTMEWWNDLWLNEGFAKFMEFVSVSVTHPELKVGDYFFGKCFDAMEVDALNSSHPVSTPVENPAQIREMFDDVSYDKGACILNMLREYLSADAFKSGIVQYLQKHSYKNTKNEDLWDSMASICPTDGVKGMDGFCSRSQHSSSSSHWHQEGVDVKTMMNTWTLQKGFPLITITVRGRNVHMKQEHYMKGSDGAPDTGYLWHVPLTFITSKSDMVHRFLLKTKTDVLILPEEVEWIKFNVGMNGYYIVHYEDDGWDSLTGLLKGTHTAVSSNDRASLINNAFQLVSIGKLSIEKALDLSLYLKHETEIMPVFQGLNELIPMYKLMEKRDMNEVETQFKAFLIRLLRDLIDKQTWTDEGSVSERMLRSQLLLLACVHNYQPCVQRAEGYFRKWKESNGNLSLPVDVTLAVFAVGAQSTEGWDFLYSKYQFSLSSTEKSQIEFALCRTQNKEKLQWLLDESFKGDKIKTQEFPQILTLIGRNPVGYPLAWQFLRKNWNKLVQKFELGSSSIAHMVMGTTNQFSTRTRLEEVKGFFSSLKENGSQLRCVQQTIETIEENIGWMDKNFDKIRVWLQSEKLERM
E-sel inducer – induces E-selectin expression in human endothelial cells. HUVEC E-selectin immunofluorescence imaging; normalized: neutral wells 0, TNF-alpha wells 100. activation, % at 7.58 µM. actives 0.37% (n = 260,000);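 active = mean E-selectin-positive cell signal at least 10% of the positive control, reached in at least 60% of replicates, without over 20% cell loss; inconclusive = no rule given, readout overlaps actives, possibly toxicity-flagged; inactive = the rest, including those meeting only one limit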;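 also: in these data hits start at about 27%; measured in HUVEC primary endothelial cells; signal is the percent of cells scored E-selectin positive by PE staining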
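Read-out: % PE-positive cells | Test system: HUVEC | Doses: One compound dose added by pin transfer | Buffer or medium: EGM-2 over gelatin coat | Signal: Immunofluorescence imaging | Benchmarks: TNF-alpha, DMSO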
* = called active by the depositor; ? = inconclusive; . = no result given; & = joins results of further samples; [ ] = remark or other dose.

SMILES | PglD DTNB | miR122 inh | Cneo AK release | RAD52 anneal inh | PGC1a acetyl inh | RAD54 inh | ERAP1 HTS inh | E-sel inducer
CN(C)S(=O)(=O)c1cccc(NC(=O)CN2C(=O)NC3(CCc4ccccc4C3)C2=O)c1 (stereo not drawn) | -3 | . | 3 | -23 | . | -9 | -2 | .
Cc1ccc(C)c(OCc2cc(C(=O)N(C)Cc3ccccn3)no2)c1 | 0 | -6 | 1 | -16 | -1 | 1 | -8 | .
CC(=O)c1ccc(OCCOc2ccc(Cl)c3cccnc23)cc1 | . | . | . | -15 | 6 | . | -2 | 3.9
Cc1noc(C)c1NC(=O)N(C)C[C@H]1Oc2c(NC(=O)C3CCOCC3)cccc2C(=O)N([C@H](C)CO)C[C@H]1C | -9 | 2[16.7 µM] | -5 | -14 | -7 | -17 | -2 | 0.1
CCc1nc2sc(C(C)=O)c(N)c2c2c1CCCC2 | -3 | -4 | -1 | 11 | 11 | -1 | . | .
CCC1(CC)SCCNC1=O | 1 | -2 | -2 | -9 | 3 | -3 | 3 | -0.5
Cc1cc(C)cc(NC(=O)c2cc(C)n(Cc3cccs3)c2C)c1 | 2 | . | -8 | -37 | -44 | 2 | . | .
COC(=O)c1ccc(NC(=O)CCCN2C(=O)NC(C)(C)C2=O)cc1 | 4 | 15 | 0 | -7 | . | -5 | -2 | -0.3
CCCNC(=O)[C@H](C)NC(=O)c1ccc(Br)cc1 | 4 | 2 | 1 | -4 | . | 1 | . | -0.2
C[C@H](CO)N1C[C@H](C)[C@@H](CN(C)C(=O)Nc2ccccc2C(F)(F)F)OCc2cnnn2CCCC1=O | -4 | -4&3[16.7 µM] | 1 | 10 | -8&-5 | -3 | 0 | 0.1
Cc1cccc(NC(=O)C2CCN(S(=O)(=O)c3cccc4nsnc34)CC2)n1 | -4 | 8 | -1 | -10 | -17 | 1 | 1 | .
Cc1cccc(C(=O)NCC(=O)OCC(=O)N(C)CC(=O)Nc2ccc(F)cc2)c1 | -4 | -5 | . | 0 | -3 | -4 | 4 | -0.1
CCN(C(=O)COC(=O)CNS(=O)(=O)c1ccc(SC)c([N+](=O)[O-])c1)C1CCCCC1 | -2 | 2 | 2 | -12 | 0 | -6 | 1 | -2.3
O=C(CN1CCN(CC(=O)Nc2ccccc2Cl)CC1)Nc1ccc2c(c1)OCCO2 | 1 | 0 | 5 | . | -47 | 0 | . | .
COc1cc(C(=O)OCC(C)=O)ccc1OCc1c(C)noc1C | . | . | . | -22 | 3 | . | 8 | 0.9
O=C1CCNCCN1[C@H](CO)Cc1ccccc1 | -5 | -16 | -4 | 3 | . | 2 | 0 | .
COC(=O)c1cn(NC(=O)C2CCC(C)CC2)c(=O)c2ccccc12 (stereo not drawn) | -5 | -7 | -2 | . | 2 | 2 | . | .
CC(C)C(=O)Nc1ccc(C(=O)NNC(=S)NC(=O)c2cccs2)cc1 | 7 | 10 | 1 | -18 | -7 | -6 | 1 | .
CC(C)COP(=O)(c1ccc(N(C)C)cc1)C(O)c1ccc(N(C)C)cc1 (stereo not drawn) | 6 | 7 | 0 | -18 | 2 | 0 | 2 | -0.3
CCCNC(=O)C(Cc1ccccc1C)NC(=O)c1ccc(C#N)cc1 (stereo not drawn) | -3 | -1 | -2 | -7 | 4 | 11 | 1 | 0.1
CCOc1ccc(CCNC(=O)c2cc(-c3ccccc3)c(N3CCOCC3)s2)cc1 | -3 | . | 0 | -2 | -14 | -11 | 1 | 0.5
COc1ccc(C2N3CC4(C)CN2CC(C)(C3)C4O)cc1OC (stereo not drawn) | -6 | 8 | 1 | . | 3 | 0 | . | .
CSCCC(NC(=O)COc1ccccc1)C(=O)N1CC(C)CC(C)C1 (stereo not drawn) | -2 | 19 | 0 | 1 | 5 | -5 | 1 | -0.9
Brc1ccc2ncnc(NCc3ccccc3)c2c1 | -1 | 9 | -7 | . | 42* | 9 | . | .
Cc1ccc(-n2c(C)cc(-c3csc(N)n3)c2C)cc1 | -3 | -5 | 0 | . | -3 | 2 | . | .
SMILES | PglD DTNB | miR122 inh | Cneo AK release | RAD52 anneal inh | PGC1a acetyl inh | RAD54 inh | ERAP1 HTS inh | E-sel inducer
O=C(NCC1CC1)c1ccc2nc([C@@H]3O[C@H](CO)[C@H](O)[C@H](O)[C@H]3O)[nH]c2c1 | -7 | -2 | -3 | 7 | 10 | 7 | -3 | -0.2
CC(=O)Cc1nsc(NC(=O)c2ccc(-c3cc(Cl)ccc3Cl)o2)n1 | 7 | 0 | 8 | -16 | -1 | 4 | 2 | .
Cc1ccc(S(=O)(=O)N(CC(=O)Nc2cccnc2)c2ccc(Br)cc2)cc1 | 2 | 20 | 1 | -4 | . | 8 | -1 | .
O=C(c1ccc2nc(Cc3cccc(Cl)c3)oc2c1)N1CCOCC1 | -1 | 10 | -2 | -5 | . | 3 | -2 | -0.3
O=S(=O)(c1ccccc1)N1c2cc(Cl)ccc2Oc2nc3ccccc3nc21 | -5 | 85 | -2 | . | -9 | -5 | . | .
COc1ccccc1Cc1c(-c2ccc(C#N)cc2)nc2ccc(Br)cn12 | -3 | 9 | -1 | -28 | -4 | -3 | 4 | 0.1
O=C(COc1ccc(Cl)cc1Cl)Nc1nc2n(n1)C(c1ccccc1)CC(=O)N2 (stereo not drawn) | 3 | -6 | 2 | . | -5 | -5 | . | .
Cc1cc(C)c(NC(=O)CN2C(=O)NC3(CCCCC3)C2=O)c(C)c1 | -6 | 2 | -3 | -10 | -12 | 7 | 2 | .
O=C(NNC(=O)c1cccs1)c1ccc(Br)o1 | . | -4 | . | -12 | . | . | 4 | 0.7
O=C(COC(=O)c1ccc(F)cc1)NCc1ccc(F)cc1 | 0 | . | 1 | -2 | . | 3 | 0 | 3.8
CCc1ccc(NS(=O)(=O)c2cc3c(cc2C)n(C)c(=O)c(=O)n3C)cc1 | 6 | -3 | 0 | -1 | 1 | -1 | 1 | .
CO[C@H]1CN(C)C(=O)c2cc(NC(C)=O)ccc2OC[C@H](C)N(C(=O)c2ccncc2)C[C@@H]1C | 0 | -2[16.7 µM] | -1 | 15 | 4 | -1 | -1 | -0.2
Cc1noc(C)c1S(=O)(=O)Nc1ccc2c(c1)C(=O)N([C@H](C)CO)C[C@H](C)[C@H](CN(C)Cc1ccc(Cl)c(Cl)c1)O2 | 2 | 4[16.7 µM] | 1 | 18 | -2 | -6 | 0 | .
Cc1cc(C(=O)OCC(=O)N(CC(C)C)c2c(N)n(Cc3ccccc3)c(=O)[nH]c2=O)c(C)o1 | 4 | -1 | 0 | -10 | . | 2 | 4 | 5.6
CC(C)(C)c1ccc(C(=O)N2CCC(C(=O)NCCC3=CCCCC3)CC2)cc1 | 1 | 3 | 0 | . | -2 | -3 | . | .
Clc1ccc(CSC2=NCCCN2)cc1Cl | 0 | -1 | 3 | . | 5 | 4 | . | .
CC(=O)C1CCC2C3CC(C)C4(O)CC(=O)CCC4(C)C3C(O)CC12C (stereo not drawn) | -2 | -11 | 0 | -36 | 4 | 4 | -1 | 0.4
CCCNc1c(NS(=O)(=O)c2cccs2)c(=O)oc2ccccc12 | 0 | 1 | 7 | -11 | -6 | -4 | 0 | 0.6
O=C(CCn1c(=O)sc2ccccc21)NCCCn1ccnc1 | 1 | 3 | 0 | . | 7 | -8 | . | .
O=C1Nc2c(Cl)cc(Cl)cc2C1=O | -8 | -4 | 3 | 1 | 0 | 1 | 3 | -0.4
CCOc1ccc(S(=O)(=O)NCCC(=O)NCC(c2ccc(OC)cc2)N2CCCC2)cc1 (stereo not drawn) | 2 | . | 0 | -13 | -1 | -11 | 5 | -2.5
COc1cccc(CNC(=O)CN(C)S(=O)(=O)c2ccc3c(c2)c(=O)n(C)c(=O)n3C)c1 | 3 | -2 | 0 | -6 | 11 | -3 | 3 | 0.0
O=C(O)C(Nc1nc(C(F)(F)F)nc2ccccc12)c1ccccc1 (stereo not drawn) | -2 | -2 | 0 | 8 | 11 | 0 | 1 | .
C[C@@]12C(=O)N(c3ccccc3)C(=O)N1[C@@H]1c3ccccc3OC[C@@H]1[C@H]2c1ccccc1 | -1 | -6 | 0 | 1 | -1 | -5 | -1 | 0.0
C[C@@H]1CCCCO[C@@H](CN(C)Cc2ccc3c(c2)OCO3)[C@H](C)CN([C@H](C)CO)C(=O)c2cc(NS(=O)(=O)c3cn(C)cn3)ccc2O1 | 3 | 10[16.7 µM] | 5 | . | 1 | 14 | . | -0.2
SMILES | PglD DTNB | miR122 inh | Cneo AK release | RAD52 anneal inh | PGC1a acetyl inh | RAD54 inh | ERAP1 HTS inh | E-sel inducer
CCOc1ccc(CN(C)C(=O)c2ccc3ccccc3n2)cc1 | 7 | 3 | -2 | -3 | 4 | 4 | 5 | .
C=C(C)CSc1nnc2n(N)c(=O)c3ccccc3n12 | . | -13 | -7 | . | 14 | -13 | . | .
Cc1c(C(=O)OCC(=O)N2c3ccccc3CC2C)oc2ccccc12 (stereo not drawn) | -3 | -6 | -19 | . | -5 | 3 | . | .
O=C(NC[C@@H]1[C@H](c2ccccc2)[C@H](CO)N1CC1CCCC1)c1cccnc1 | 1 | 36[16.7 µM] | 0 | . | -17 | 0 | . | 0.4
COCCCNc1oc(-c2ccccc2Cl)nc1C#N | . | 4 | . | -17 | -4 | . | 0 | .
C[C@@H]1CCCCO[C@H](CN(C)S(=O)(=O)c2ccccc2)[C@@H](C)CN([C@H](C)CO)C(=O)c2cc(NC(=O)Nc3ccc(C(F)(F)F)cc3)ccc2O1 | 2 | 11[16.7 µM] | 3 | -5 | 2 | -2 | 4 | 0.1
COc1ccc(CN(C)C[C@H]2OCCCC[C@@H](C)Oc3ccc(NC(=O)Nc4ccc5c(c4)OCO5)cc3C(=O)N([C@@H](C)CO)C[C@@H]2C)cc1 | -2 | 12[16.7 µM] | 3 | 29 | -6 | 4 | -2 | ?
COc1ccc2nc(Cl)cc(Cl)c2c1 | -3 | -7 | 3 | -6 | 7 | -6 | 4 | 0.3

In the list so far, these contain an aryl methoxy group.
SMILES | PglD DTNB | miR122 inh | Cneo AK release | RAD52 anneal inh | PGC1a acetyl inh | RAD54 inh | ERAP1 HTS inh | E-sel inducer
COc1cc(C(=O)OCC(C)=O)ccc1OCc1c(C)noc1C | . | . | . | -22 | 3 | . | 8 | 0.9
COc1ccc(C2N3CC4(C)CN2CC(C)(C3)C4O)cc1OC (stereo not drawn) | -6 | 8 | 1 | . | 3 | 0 | . | .
COc1ccccc1Cc1c(-c2ccc(C#N)cc2)nc2ccc(Br)cn12 | -3 | 9 | -1 | -28 | -4 | -3 | 4 | 0.1
CCOc1ccc(S(=O)(=O)NCCC(=O)NCC(c2ccc(OC)cc2)N2CCCC2)cc1 (stereo not drawn) | 2 | . | 0 | -13 | -1 | -11 | 5 | -2.5
COc1cccc(CNC(=O)CN(C)S(=O)(=O)c2ccc3c(c2)c(=O)n(C)c(=O)n3C)c1 | 3 | -2 | 0 | -6 | 11 | -3 | 3 | 0.0
COc1ccc(CN(C)C[C@H]2OCCCC[C@@H](C)Oc3ccc(NC(=O)Nc4ccc5c(c4)OCO5)cc3C(=O)N([C@@H](C)CO)C[C@@H]2C)cc1 | -2 | 12[16.7 µM] | 3 | 29 | -6 | 4 | -2 | ?
COc1ccc2nc(Cl)cc(Cl)c2c1 | -3 | -7 | 3 | -6 | 7 | -6 | 4 | 0.3
